Source: PubChem BioAssay
NSD2 inh = NSD2 (human) methyltransferase inhibition. O96028. NSD2-SET H3K36me1 DELFIA fluorescence, biochemical. inhibition, % at 12.5 µM. actives 0.07% (n = 44,000). AID 624260; in the data active means inhibition above about 54%, passing the limit was not always enough; inconclusive means no clear call, values can overlap the other calls;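 further: inhibitors reduce the monomethyl H3K36 fluorescence signal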
Target sequence (O96028 whole entry, looked up): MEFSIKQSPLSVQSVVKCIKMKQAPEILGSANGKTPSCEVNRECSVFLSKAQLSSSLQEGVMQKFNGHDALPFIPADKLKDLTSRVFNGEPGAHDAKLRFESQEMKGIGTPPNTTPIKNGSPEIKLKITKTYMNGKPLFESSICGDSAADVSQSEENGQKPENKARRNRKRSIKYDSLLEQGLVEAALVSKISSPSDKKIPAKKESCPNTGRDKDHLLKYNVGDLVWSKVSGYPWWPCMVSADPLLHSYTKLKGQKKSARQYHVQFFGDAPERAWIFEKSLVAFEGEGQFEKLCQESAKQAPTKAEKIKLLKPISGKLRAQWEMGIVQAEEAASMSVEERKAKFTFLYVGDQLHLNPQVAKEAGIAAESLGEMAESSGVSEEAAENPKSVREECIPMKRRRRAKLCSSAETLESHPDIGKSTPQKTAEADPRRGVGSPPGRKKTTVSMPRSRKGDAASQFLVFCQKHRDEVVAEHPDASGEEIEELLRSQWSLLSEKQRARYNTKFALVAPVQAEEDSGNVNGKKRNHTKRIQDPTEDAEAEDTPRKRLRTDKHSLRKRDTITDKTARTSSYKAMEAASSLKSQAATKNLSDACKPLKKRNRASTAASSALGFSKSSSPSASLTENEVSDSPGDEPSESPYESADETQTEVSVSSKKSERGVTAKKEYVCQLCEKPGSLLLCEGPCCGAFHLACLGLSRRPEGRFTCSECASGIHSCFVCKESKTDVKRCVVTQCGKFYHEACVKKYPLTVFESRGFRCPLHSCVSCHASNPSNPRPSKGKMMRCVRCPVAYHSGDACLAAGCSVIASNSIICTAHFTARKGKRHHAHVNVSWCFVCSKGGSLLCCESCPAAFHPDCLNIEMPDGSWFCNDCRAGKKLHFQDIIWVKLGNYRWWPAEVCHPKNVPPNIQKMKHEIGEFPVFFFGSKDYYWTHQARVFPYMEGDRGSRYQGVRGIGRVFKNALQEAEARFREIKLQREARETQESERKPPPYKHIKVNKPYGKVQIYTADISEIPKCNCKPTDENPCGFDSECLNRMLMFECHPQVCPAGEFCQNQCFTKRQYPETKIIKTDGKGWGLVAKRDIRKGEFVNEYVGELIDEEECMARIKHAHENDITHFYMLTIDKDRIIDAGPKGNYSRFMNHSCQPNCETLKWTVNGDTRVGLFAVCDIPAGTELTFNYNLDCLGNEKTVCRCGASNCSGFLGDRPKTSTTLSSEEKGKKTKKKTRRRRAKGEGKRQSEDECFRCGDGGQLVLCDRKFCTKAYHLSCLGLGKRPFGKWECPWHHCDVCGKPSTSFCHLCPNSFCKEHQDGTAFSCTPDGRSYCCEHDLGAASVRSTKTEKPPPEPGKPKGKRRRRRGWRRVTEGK
Numbers without * were called inactive; ? = inconclusive. The list is partial; rates above refer to the full screens.

SMILES	NSD2 inh
Cc1noc(C)c1NC(=O)Nc1cccc2c1O[C@@H](CN(C)S(=O)(=O)c1ccc(Cl)cc1)[C@@H](C)CN([C@H](C)CO)C2=O	8.5
COC(=O)[C@@]1(CCS(=O)(=O)c2ccccc2)N=C(c2ccc(OCCCO)cc2)O[C@H]1c1ccccc1	2.3
CC(C)NC(=O)Nc1ccc2c(c1)C(=O)N([C@H](C)CO)C[C@@H](C)[C@@H](CN(C)Cc1ccc3c(c1)OCO3)O2	-3.2
C[C@@H]1CN([C@H](C)CO)C(=O)Cc2cc(NS(C)(=O)=O)ccc2O[C@@H]1CN(C)C(=O)NC1CCCCC1	-4.9
CO[C@H]1O[C@H](CO)[C@@H](OC(=O)CCc2ccccc2)[C@H](OC(=O)c2cc3ccccc3[nH]2)[C@H]1OC(=O)c1cc2ccccc2[nH]1	6.9
C[C@@H]1CCCCO[C@@H](CN(C)C(=O)Nc2ccccc2)[C@H](C)CN([C@H](C)CO)C(=O)c2cc(N(C)C)ccc2O1	1.8
C[C@H]1CN([C@@H](C)CO)C(=O)c2cc(-c3ccccc3)cnc2O[C@@H]1CN(C)Cc1ccccc1	1.4
C[C@@H]1CN([C@@H](C)CO)C(=O)c2cc(NC(=O)Nc3ccccc3)ccc2O[C@@H](C)CCCCO[C@H]1CN(C)C(=O)CCC(F)(F)F	?
C[C@H]1CN([C@@H](C)CO)C(=O)Cc2cc(NC(=O)Nc3ccccc3)ccc2O[C@H]1CN(C)C(=O)Nc1ccccc1	-6.8
Cc1noc(C)c1NC(=O)Nc1cccc2c1O[C@H](CN(C)Cc1ccccc1)[C@H](C)CN([C@@H](C)CO)C2=O	1.6
C[C@H](CO)N1C[C@H](C)[C@@H](CN(C)Cc2ccc3c(c2)OCO3)Oc2ccc(N(C)C)cc2CC1=O	-0.3
O=C(NO)c1cccc(C(=O)N/N=C/c2ccc(-c3ccccc3)c(F)c2)c1	24.6
COC(=O)CCCCCCC(=O)N/N=C/c1cc(Br)c(O)c(Br)c1	-1.4
O=C(C1=C[C@H](c2coc3ccccc3c2=O)C[C@H](OCCCCO)O1)N1CCCCCCC1	-4.1
Cc1noc(C)c1S(=O)(=O)N(C)C[C@@H]1Oc2ccc(NC(=O)C3CC3)cc2CC(=O)N([C@H](C)CO)C[C@H]1C	-2.3
CCCNC(=O)N(C)C[C@@H]1Oc2cc(Br)ccc2S(=O)(=O)N([C@@H](C)CO)C[C@H]1C	-2.0
C[C@H]1CN([C@@H](C)CO)C(=O)c2cccc(NC(=O)Nc3cccc4ccccc34)c2O[C@H]1CN(C)Cc1ccc(C(=O)Nc2ccccc2N)cc1	0.6
O=C(C[C@@H]1C[C@@H]2c3cc(NC(=O)CC4CC4)ccc3O[C@@H]2[C@@H](CO)O1)NCc1ccc(Cl)cc1	15.2
C[C@@H]1CN([C@H](C)CO)C(=O)c2cc(NS(=O)(=O)c3ccccc3)ccc2O[C@@H](C)CCCCO[C@H]1CN(C)Cc1ccc(C(=O)O)cc1	-2.9
CC(C)CC#Cc1cnc2c(c1)C(=O)N([C@H](C)CO)C[C@@H](C)[C@H](CN(C)C(=O)c1cccc(F)c1)O2	0.2
C/C=C/c1cnc2c(c1)C(=O)N([C@H](C)CO)C[C@@H](C)[C@@H](CN(C)C(=O)Nc1c(C)noc1C)O2	1.3
C[C@H]1CN([C@@H](C)CO)C(=O)Cc2cc(NS(=O)(=O)c3ccccc3)ccc2O[C@H]1CN(C)C(=O)Nc1ccc(C(F)(F)F)cc1	1.3
O=C(O)CCCCCC(=O)N/N=C/c1nccs1	1.4
C[C@H]1CN([C@@H](C)CO)C(=O)c2cc(NC(=O)Nc3ccc4c(c3)OCO4)ccc2O[C@@H]1CN(C)S(=O)(=O)c1ccc(F)cc1	0.3
Cc1noc(C)c1S(=O)(=O)Nc1ccc2c(c1)C(=O)N([C@@H](C)CO)C[C@H](C)[C@@H](CN(C)Cc1ccncc1)OCCCC[C@@H](C)O2	-5.8

Arranged by formula weight (low to high): part of the list above.
SMILES	NSD2 inh
O=C(C1=C[C@H](c2coc3ccccc3c2=O)C[C@H](OCCCCO)O1)N1CCCCCCC1	-4.1
C[C@H](CO)N1C[C@H](C)[C@@H](CN(C)Cc2ccc3c(c2)OCO3)Oc2ccc(N(C)C)cc2CC1=O	-0.3
Cc1noc(C)c1S(=O)(=O)N(C)C[C@@H]1Oc2ccc(NC(=O)C3CC3)cc2CC(=O)N([C@H](C)CO)C[C@H]1C	-2.3
Cc1noc(C)c1NC(=O)Nc1cccc2c1O[C@@H](CN(C)S(=O)(=O)c1ccc(Cl)cc1)[C@@H](C)CN([C@H](C)CO)C2=O	8.5

Other structures follow.
SMILES	NSD2 inh
C[C@H](CO)N1C[C@H](C)[C@@H](CN(C)C(=O)Nc2ccc(F)cc2)Oc2ccc(NC(=O)C3CCCCC3)cc2CC1=O	-1.7
C[C@H]1CN([C@@H](C)CO)S(=O)(=O)c2ccc(-c3ccccc3)cc2O[C@@H]1CN(C)C(=O)Nc1ccccc1F	1.2
CCCNC(=O)N(C)C[C@@H]1Oc2ncc(Br)cc2C(=O)N([C@H](C)CO)C[C@H]1C	3.8
COCC(=O)N(C)C[C@H]1Oc2ncc(C#C[C@H](C)O)cc2C(=O)N([C@@H](C)CO)C[C@@H]1C	9.6
C[C@@H]1CN([C@H](C)CO)C(=O)c2cc(NC(=O)CCCCCC(=O)Nc3ccccc3N)ccc2O[C@@H]1CN(C)S(=O)(=O)c1cn(C)cn1	-2.3
C[C@H](CO)N1C[C@H](C)[C@@H](CN(C)Cc2ccc3c(c2)OCO3)Oc2ccc(NC(=O)Nc3ccc(C(F)(F)F)cc3)cc2CC1=O	6.2
C[C@@H]1CN([C@@H](C)CO)C(=O)c2cc(NC(=O)c3ccncc3)ccc2O[C@@H](C)CCCCO[C@H]1CN(C)C(=O)CCC(F)(F)F	-11.8
C[C@H](CO)N1C[C@H](C)[C@@H](CN(C)Cc2ccc(C(F)(F)F)cc2)Oc2c(NS(=O)(=O)c3ccc(F)cc3)cccc2C1=O	-317.1
CCCC(O)C#Cc1cnc2c(c1)C(=O)N([C@H](C)CO)C[C@H](C)[C@H](CN(C)C(=O)Nc1cccc3ccccc13)O2 (stereo partly drawn)	0.5
C[C@H](CO)N1C[C@H](C)[C@H](CN(C)Cc2ccccc2)Oc2ccc(NC(=O)C3CCCCC3)cc2C1=O	11.0
C[C@@H]1CN([C@H](C)CO)C(=O)Cc2cc(NC(=O)Nc3ccc(C(F)(F)F)cc3)ccc2O[C@H]1CN(C)C(=O)Nc1ccc(C(F)(F)F)cc1	-3.5
C[C@@H]1CCCCO[C@H](CN(C)C)[C@H](C)CN([C@@H](C)CO)C(=O)c2cc(NS(=O)(=O)c3ccc(F)cc3)ccc2O1	3.2
C[C@H](CO)N1C[C@H](C)[C@H](CN(C)C(=O)Nc2cccc3ccccc23)Oc2ccc(NC(=O)C3CC3)cc2C1=O	0.7
C[C@@H]1CN([C@@H](C)CO)C(=O)c2cccc(NC(=O)C3CCCCC3)c2O[C@@H]1CN(C)S(=O)(=O)c1ccc(Cl)cc1	-2.0
COc1ccc(S(=O)(=O)N(C)C[C@@H]2Oc3c(NC(=O)NC4CCCCC4)cccc3C(=O)N([C@H](C)CO)C[C@@H]2C)cc1	-1.5
C[C@@H]1CCCCO[C@@H](CN(C)C(=O)c2ccncc2)[C@@H](C)CN([C@H](C)CO)C(=O)c2cc(NC(=O)Cc3ccccc3)ccc2O1	4.9
C[C@H](CO)N1C[C@H](C)[C@@H](CN(C)C(=O)c2ccccn2)Oc2cc(C3=CCCC3)ccc2S1(=O)=O	8.4
COc1ccc(S(=O)(=O)N(C)C[C@@H]2Oc3ccc(NC(=O)C4CC4)cc3CC(=O)N([C@H](C)CO)C[C@H]2C)cc1	-0.3
C[C@H]1CN([C@@H](C)CO)C(=O)c2cc(NC(=O)CCN3CCOCC3)ccc2O[C@H]1CN(C)Cc1ccc(C(=O)Nc2ccccc2N)cc1	0.6
C[C@H](CO)N1C[C@H](C)[C@@H](CN(C)S(=O)(=O)c2cccs2)OCCCC[C@H](C)Oc2ccc(NS(C)(=O)=O)cc2C1=O	1.9
C[C@H]1CN([C@@H](C)CO)C(=O)Cc2cc(NC(=O)Nc3ccc(C(F)(F)F)cc3)ccc2O[C@H]1CN(C)Cc1ccncc1	-5.1
C[C@H](CO)N1C[C@H](C)[C@@H](CN(C)Cc2ccccc2)Oc2ccc(NC(=O)Nc3ccc(C(F)(F)F)cc3)cc2C1=O	-1.8
C[C@H](CO)N1C[C@H](C)[C@H](CN(C)Cc2ccc(C(=O)O)cc2)Oc2ccc(N(C)C)cc2C1=O	5.1
CNC[C@H]1Oc2c(N)cccc2C(=O)N([C@@H](C)CO)C[C@H]1C	-0.5
C[C@@H]1CN([C@H](C)CO)C(=O)c2cccc(NC(=O)C3CC3)c2O[C@H]1CN(C)C(=O)Nc1ccc(C(F)(F)F)cc1	-0.6
SMILES	NSD2 inh
C[C@@H]1CN([C@@H](C)CO)C(=O)c2cc(NS(=O)(=O)c3ccccc3)ccc2O[C@@H]1CN(C)Cc1ccc(-c2ccccc2)cc1	7.0
C[C@@H]1CCCCO[C@@H](CN(C)C)[C@@H](C)CN([C@H](C)CO)C(=O)c2cc(NC(=O)Nc3ccc(C(F)(F)F)cc3)ccc2O1	1.6
C[C@H]1CN([C@@H](C)CO)C(=O)Cc2cc(NC(=O)Nc3ccccc3)ccc2O[C@@H]1CN(C)C(=O)Nc1ccc(C(F)(F)F)cc1	-2.4
Cc1noc(C)c1NC(=O)Nc1cccc2c1O[C@H](CN(C)S(=O)(=O)c1ccccc1)[C@@H](C)CN([C@H](C)CO)C2=O	15.6
C[C@@H]1CN([C@H](C)CO)C(=O)c2cc(NC(=O)CCC(F)(F)F)ccc2O[C@@H](C)CCCCO[C@@H]1CN(C)C(=O)c1ccccc1	0.6
CCCC#Cc1ccc2c(c1)O[C@H](CN(C)C(=O)NCCC)[C@@H](C)CN([C@@H](C)CO)S2(=O)=O	?
C[C@H]1CN([C@@H](C)CO)C(=O)Cc2cc(NC(=O)Nc3ccc4c(c3)OCO4)ccc2O[C@@H]1CN(C)Cc1ccc(Cl)c(Cl)c1	-3.5
C[C@H]1CN([C@@H](C)CO)C(=O)Cc2cc(NS(=O)(=O)c3cn(C)cn3)ccc2O[C@H]1CN(C)C(=O)Nc1ccc2c(c1)OCO2	3.4
Cc1ccccc1-c1cnc2c(c1)C(=O)N([C@H](C)CO)C[C@@H](C)[C@@H](CN(C)C(=O)c1ccccc1)O2	1.4
C[C@@H]1CCCCO[C@H](CN(C)C(=O)Nc2ccc3c(c2)OCO3)[C@H](C)CN([C@@H](C)CO)C(=O)c2cc(NS(=O)(=O)c3cccs3)ccc2O1	4.4
Cc1ccc(S(=O)(=O)Nc2ccc3c(c2)C(=O)N([C@H](C)CO)C[C@@H](C)[C@H](CN(C)S(=O)(=O)c2cn(C)cn2)O3)cc1	-0.9
C#Cc1ccc([C@H]2C=C(C(=O)OCC=C)O[C@@H](OCC)[C@@H]2CCCO)cc1	5.7
CC(C)NC(=O)Nc1ccc2c(c1)C(=O)N([C@@H](C)CO)C[C@@H](C)[C@@H](CN(C)S(=O)(=O)c1ccc(Cl)cc1)O2	1.7
CC1(C)CC[C@]2(C(=O)O[C@@H]3O[C@H](CO)[C@@H](O)[C@H](O)[C@H]3O)CC[C@]3(C)C(=CCC4[C@@]5(C)C[C@@H](O)[C@H](O)[C@](C)(CO)C5CC[C@]43C)C2[C@@H]1O (stereo partly drawn)	18.3
C[C@H](CO)N1C[C@H](C)[C@H](CN(C)S(C)(=O)=O)Oc2cc(-c3ccc(F)cc3)ccc2S1(=O)=O	-5.1
C[C@@H]1CN([C@H](C)CO)C(=O)c2cc(-c3ccncc3)cnc2O[C@H]1CN(C)C(=O)NC1CCCC1	-2.7
O=C(C[C@H]1C[C@@H]2c3cc(NC(=O)c4ccc5c(c4)OCO5)ccc3O[C@@H]2[C@@H](CO)O1)NCc1cccc(F)c1	1.1
C[C@@H]1CN([C@@H](C)CO)C(=O)c2cccc(NC(=O)Nc3ccccc3)c2O[C@H]1CN(C)Cc1ccncc1	-0.8
CCCNC(=O)N(C)C[C@@H]1Oc2cc(C#CCOC)ccc2S(=O)(=O)N([C@H](C)CO)C[C@@H]1C	2.5
CCC(=O)N(C)C[C@H]1Oc2cc(/C=C/c3ccccc3)ccc2S(=O)(=O)N([C@H](C)CO)C[C@@H]1C	2.0
CC(C)NC(=O)Nc1ccc2c(c1)C(=O)N([C@@H](C)CO)C[C@H](C)[C@@H](CN(C)Cc1ccc(Cl)c(Cl)c1)OCCCC[C@@H](C)O2	-2.2
C[C@@H]1CCCCO[C@H](CN(C)C(=O)Nc2ccccc2)[C@@H](C)CN([C@@H](C)CO)C(=O)c2cc(NS(C)(=O)=O)ccc2O1	6.0
COCC(=O)N(C)C[C@@H]1Oc2ncc(-c3ccc(F)cc3)cc2C(=O)N([C@H](C)CO)C[C@@H]1C	10.4
O=C(C[C@@H]1C[C@@H]2c3cc(NC(=O)c4ccc5c(c4)OCO5)ccc3O[C@@H]2[C@@H](CO)O1)NCCc1ccccc1	-4.0
COc1ccc(NC(=O)N(C)C[C@@H]2Oc3ccc(NS(=O)(=O)c4ccccc4)cc3CC(=O)N([C@H](C)CO)C[C@@H]2C)cc1	-1.5

Look-ups from above:
C[C@H]1CN([C@@H](C)CO)S(=O)(=O)c2ccc(-c3ccccc3)cc2O[C@@H]1CN(C)C(=O)Nc1ccccc1F @ NSD2 inh: 1.2
C[C@@H]1CCCCO[C@H](CN(C)C)[C@H](C)CN([C@@H](C)CO)C(=O)c2cc(NS(=O)(=O)c3ccc(F)cc3)ccc2O1 @ NSD2 inh: 3.2
O=C(C[C@@H]1C[C@@H]2c3cc(NC(=O)c4ccc5c(c4)OCO5)ccc3O[C@@H]2[C@@H](CO)O1)NCCc1ccccc1 @ NSD2 inh: -4.0
CO[C@H]1O[C@H](CO)[C@@H](OC(=O)CCc2ccccc2)[C@H](OC(=O)c2cc3ccccc3[nH]2)[C@H]1OC(=O)c1cc2ccccc2[nH]1 @ NSD2 inh: 6.9
CC(C)NC(=O)Nc1ccc2c(c1)C(=O)N([C@H](C)CO)C[C@@H](C)[C@@H](CN(C)Cc1ccc3c(c1)OCO3)O2 @ NSD2 inh: -3.2
